Bioassay records as filed in PubChem.
V1R ag counter: V1a receptor agonism, counter-screen for OXTR agonists. P37288. CHO-V1R cells, Fluo-8 calcium fluorescence, agonist mode; 0% DMSO, 100% 3 nM vasopressin. activation, % at 3 µM. 320,000 compounds, 0.25% hits;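 active = activation above the mean activation of all tested compounds plus 3 SD, per screening run, cut at about 20% in these data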;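 note: signal is peak over basal fluorescence ratio across a 100 second FLIPR read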
NALP1 yeast inh: NALP1 inhibition; S. cerevisiae NALP1/ASC/caspase-1 growth, X-gal OD620, 72 h; inhibition, % at 10 µM; 280,000 compounds, 0.61% hits; in the data active = inhibition mostly above about 24%, no sharp cut-off; inactive = mostly below about 32%; note: some compounds called inactive have numbers as strong as hits
PHOSPHO1 inh: blocks human PHOSPHO1 phosphatase activity | Q8TCT1 | recombinant PHOSPHO1, absorbance phosphatase assay | inhibition, % at 13.3 µM | 290,000 compounds, 1.1% hits | AID 1565; in the data active = inhibition above about 60%
Target sequence (Q8TCT1 whole entry, looked up): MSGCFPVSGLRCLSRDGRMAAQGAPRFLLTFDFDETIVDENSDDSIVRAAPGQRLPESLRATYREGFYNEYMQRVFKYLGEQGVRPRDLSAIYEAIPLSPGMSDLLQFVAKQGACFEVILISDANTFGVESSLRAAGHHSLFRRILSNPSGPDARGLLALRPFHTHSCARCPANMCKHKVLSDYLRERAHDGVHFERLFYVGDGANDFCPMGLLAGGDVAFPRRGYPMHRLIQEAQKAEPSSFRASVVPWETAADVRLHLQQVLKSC
OXTR agonist: human OXTR agonism; P30559; CHO-OTR cells, Fluo-8 calcium fluorescence; normalized: DMSO 0%, oxytocin 100%; activation, % at 3 µM; 320,000 compounds, 0.32% hits;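 active = activation above the mean of all tested compounds plus 3 SD, cutoff set per screening run, cut at about 20% in these data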;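 note: peak over basal fluorescence ratio from a 100 s FLIPR kinetic read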
Target sequence (P30559 whole entry, looked up): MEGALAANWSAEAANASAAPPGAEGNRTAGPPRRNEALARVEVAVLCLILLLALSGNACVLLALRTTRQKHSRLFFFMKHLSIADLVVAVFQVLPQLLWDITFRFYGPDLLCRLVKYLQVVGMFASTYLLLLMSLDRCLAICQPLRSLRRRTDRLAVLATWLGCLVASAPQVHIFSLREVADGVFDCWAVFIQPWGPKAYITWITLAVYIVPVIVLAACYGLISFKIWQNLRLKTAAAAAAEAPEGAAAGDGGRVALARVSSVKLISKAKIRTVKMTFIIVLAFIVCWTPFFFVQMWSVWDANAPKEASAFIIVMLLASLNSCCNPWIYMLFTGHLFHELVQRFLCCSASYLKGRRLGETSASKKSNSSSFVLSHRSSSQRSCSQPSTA
MEKK2wt PB1 HTS: raises or lowers MEK5 binding to wildtype human MEKK2 PB1 domain | Q9Y2U5 | bead flow cytometry, Alexa488-MEK5 binding to MEKK2 WT; actives lie on both sides | binding response (% of control), % at 10 µM | 290,000 compounds, 1.1% hits; in the data active = binding response below about 67% or above about 130%
MEKK2mut PB1 HTS: signal of MEK5 binding to mutant human MEKK2 PB1 domain. 290,000 compounds, 0.35% hits. bead flow cytometry, Alexa488-MEK5 binding to MEKK2 mutant. percent response, % at 10 µM; in the data active = percent response above about 24%, passing the limit was not always enough; note: inactives centre near 1; some results filed as inactive read as strong as hits; reference of the scale not given here
GPR7 antagonist: antagonists of human GPR7 (neuropeptides B/W receptor 1). inhibition, % at 4.4 µM. GPR7-expressing cells, fluorescence antagonist assay. P48145. 290,000 compounds, 1.1% hits. AID 1861; in the data active = inhibition above about 16%, passing the limit was not always enough;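 note: cells stimulated with the agonist NPW; 0% = agonist with vehicle and 100% = vehicle without agonist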
GalR3 antag: blocks the human galanin receptor 3. O60755. HEK293 GalR3-CNG cAMP membrane potential fluorescence; galR3 body fused to GalR1 C-terminus. inhibition, % at 3 µM. 360,000 compounds, 0.44% hits. AID 651719;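 active = inhibition above the screen-wide average plus 3 SD, cut at about 13% in these data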;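 note: forskolin and galanin both at EC90 stimulate the cells; cAMP rise reported by CNG channel membrane potential dye signal; 0% = forskolin plus galanin with DMSO and 100% = forskolin alone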
Target sequence (O60755 1-299 limits assumed): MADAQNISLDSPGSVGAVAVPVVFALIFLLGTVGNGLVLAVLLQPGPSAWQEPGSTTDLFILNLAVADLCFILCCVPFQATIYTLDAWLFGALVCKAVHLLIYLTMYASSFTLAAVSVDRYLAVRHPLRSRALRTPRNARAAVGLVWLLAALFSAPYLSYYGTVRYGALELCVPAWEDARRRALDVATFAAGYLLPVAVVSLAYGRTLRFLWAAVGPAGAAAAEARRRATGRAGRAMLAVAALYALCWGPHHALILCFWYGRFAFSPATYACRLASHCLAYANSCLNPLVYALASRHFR
MEKK3 PB1 HTS: modulators (inhibitors or enhancers) of MEK5 binding to human MEKK3 PB1 domain. 290,000 compounds, 1.4% hits. bead-based flow cytometry, Alexa488-MEK5 binding to MEKK3; actives lie on both sides; 0 = blocked by unlabeled MEK5, 100 = vehicle. binding response (% of control), % at 10 µM;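 active = binding response more than 3 SD above or below the average of its plate-row segment, actives on both sides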;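 note: Alexa488 bead fluorescence after subtracting the streptavidin-only scavenger bead signal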
Active calls of the source: *; nt = not tested or not shown. Outcome played no part in choosing rows; about 5.4% have a hit in one of these screens.

Below each SMILES: V1R ag counter	NALP1 yeast inh	PHOSPHO1 inh	OXTR agonist	MEKK2wt PB1 HTS	MEKK2mut PB1 HTS	GPR7 antagonist	GalR3 antag	MEKK3 PB1 HTS
Cc1nc2ccccc2cc1OCc1ccc(F)cc1
 : 4.6	40	11	8.3	102	-4	15	80*	103
CCn1c(=N)n(CC(=O)c2ccc(Br)s2)c2ccccc21
 : 0.7	12	15	0.1	110	0	20*	-10	80
COCCn1c(SCC(=O)NC(=O)NC(C)C)nc2ccccc21
 : 0.3	1	21	-0.8	97	-2	-13	-4	99
C=CCNC(=S)NNC(=O)CCC(O)COCCC(C)C (configuration not stated)
 : -0.8	6	-1	1.0	101	6	0	-6	106
COc1ccc2c(c1)OC(O)(C(F)F)CC2=O (configuration not stated)
 : 0.1	1	-23	0.7	104	3	-5	-2	105
Cc1cc(=O)oc(C)c1C(=O)Nc1ccc(F)cc1
 : 1.1	-1	3	0.0	96	-5	-5	-6	99
COc1cccc2c1OCC([C@@H]1C[C@H]3CN(Cc4cccc(Cl)c4)C(=O)[C@]34CCCN14)=C2
 : 0.1	16	56	-0.9	86	-7	4	1	93
COc1ccc(NC(=O)C2CCN(S(=O)(=O)c3cccc4nonc34)CC2)cc1
 : 5.8	2	24	6.2	99	0	-1	-6	101
COc1ccc(NC(=O)C(=O)NCCN2CCN(C(=O)C(c3ccccc3)c3ccccc3)CC2)cc1
 : 6.8	-14	40	-2.0	111	3	-6	2	106
Cc1ccc(Nc2nc(C)cs2)cc1
 : -1.1	9	65*	-2.0	96	-10	7	-2	102
COc1cccc(C(=O)O/N=C(\N)c2ccncc2)c1OC
 : 1.4	7	-29	-0.6	103	0	3	-7	99
O=C(Cc1ccccc1)N/N=C/c1ccc(OCC(=O)Nc2ccccc2)cc1
 : 1.8	32	-6	1.0	103	3	-13	-6	110
COc1ccc(NC(=O)C2CCCN(S(=O)(=O)c3cccc4cccnc34)C2)cc1 (configuration not stated)
 : 0.6	-12	5	1.4	100	4	0	3	102
O=[N+]([O-])c1cc(C(F)(F)F)cc([N+](=O)[O-])c1N1CCCNCC1
 : 0.1	-6	51	0.0	100	1	-6	-6	100
O=C(Nc1ccc(Cl)c(Cl)c1)Nc1ccc([N+](=O)[O-])cn1
 : 4.3	29	25	3.1	80	3	-2	-7	85
Cc1ccc(F)cc1NC(=O)C1CCN(c2cnccn2)CC1
 : -0.6	-6	-8	-0.2	98	0	-1	-3	99
COc1cccc(CNCCSc2nnnn2C)c1
 : 0.9	18	30	1.6	101	0	-14	-6	104
CN1CCCC(OC(=O)c2ccc(Cl)cc2)C1 (configuration not stated)
 : 1.3	13	2	0.8	92	-17	-11	-7	88
S=C(Nc1ccccc1Cl)N(Cc1cccnc1)Cc1ccco1
 : -0.1	10	17	0.5	101	-1	-2	0	99
Cc1ccc(Cl)cc1N(CC(=O)NC1CCCC1)C(=O)c1csnn1
 : 0.6	5	31	0.4	97	1	-8	-10	100
COc1ccc(NC(=O)c2csc(C)c2)cc1OC
 : 0.7	-2	9	-0.3	112	7	0	-1	105
N#CCSc1nc2ccc(N3CCCCC3)cc2c(=O)n1Cc1ccccc1
 : -1.5	2	67*	-1.7	90	-3	-18	-4	103
Nc1nnc(CC(=O)N/N=C/c2ccccc2OCc2ccccc2F)s1
 : 1.0	-1	-8	-1.1	98	3	-8	-5	96
COc1ccccc1/C=C/C(=O)NC(=S)NC(C)C
 : -1.1	19	5	-1.8	100	-2	2	0	99
Cn1c(Cn2c(=O)sc3ccccc32)nnc1SCC(=O)Nc1cccc(F)c1
 : 1.3	12	0	1.3	105	6	-3	2	103
CC(NC(=O)c1ccccc1C(=O)O)c1ccc(-n2ccnc2)cc1 (configuration not stated)
 : 0.9	28	8	0.1	99	-1	-6	-8	95
Cc1ccc(S(=O)(=O)N(Cc2n[nH]c(=S)n2-c2ccccc2)c2ccccc2)cc1
 : 0.0	nt	-64	-2.7	103	10	-10	2	111
Cc1ccc(-c2noc(CCC(=O)Nc3ccc4c(c3)OCO4)n2)cc1
 : 7.5	11	25	7.3	102	-4	-10	3	103
CCOC(=O)C1=C(N)Oc2cc(O)ccc2C1c1cccnc1 (configuration not stated)
 : -0.5	0	25	1.3	101	-1	0	-5	95
CC(N)=Nc1ccc([N+](=O)[O-])cc1
 : -0.4	16	14	0.5	95	-2	-1	-1	93

Quoted from the listing for reference:
Below each SMILES: V1R ag counter	NALP1 yeast inh	PHOSPHO1 inh	OXTR agonist	MEKK2wt PB1 HTS	MEKK2mut PB1 HTS	GPR7 antagonist	GalR3 antag	MEKK3 PB1 HTS
CN1CCCC(OC(=O)c2ccc(Cl)cc2)C1 (configuration not stated)
 : 1.3	13	2	0.8	92	-17	-11	-7	88
S=C(Nc1ccccc1Cl)N(Cc1cccnc1)Cc1ccco1
 : -0.1	10	17	0.5	101	-1	-2	0	99
Cc1ccc(Cl)cc1N(CC(=O)NC1CCCC1)C(=O)c1csnn1
 : 0.6	5	31	0.4	97	1	-8	-10	100
COc1ccc(NC(=O)c2csc(C)c2)cc1OC
 : 0.7	-2	9	-0.3	112	7	0	-1	105
N#CCSc1nc2ccc(N3CCCCC3)cc2c(=O)n1Cc1ccccc1
 : -1.5	2	67*	-1.7	90	-3	-18	-4	103
Nc1nnc(CC(=O)N/N=C/c2ccccc2OCc2ccccc2F)s1
 : 1.0	-1	-8	-1.1	98	3	-8	-5	96
COc1ccccc1/C=C/C(=O)NC(=S)NC(C)C
 : -1.1	19	5	-1.8	100	-2	2	0	99
Cn1c(Cn2c(=O)sc3ccccc32)nnc1SCC(=O)Nc1cccc(F)c1
 : 1.3	12	0	1.3	105	6	-3	2	103
CC(NC(=O)c1ccccc1C(=O)O)c1ccc(-n2ccnc2)cc1 (configuration not stated)
 : 0.9	28	8	0.1	99	-1	-6	-8	95
Cc1ccc(S(=O)(=O)N(Cc2n[nH]c(=S)n2-c2ccccc2)c2ccccc2)cc1
 : 0.0	nt	-64	-2.7	103	10	-10	2	111
Cc1ccc(-c2noc(CCC(=O)Nc3ccc4c(c3)OCO4)n2)cc1
 : 7.5	11	25	7.3	102	-4	-10	3	103
CCOC(=O)C1=C(N)Oc2cc(O)ccc2C1c1cccnc1 (configuration not stated)
 : -0.5	0	25	1.3	101	-1	0	-5	95
CC(N)=Nc1ccc([N+](=O)[O-])cc1
 : -0.4	16	14	0.5	95	-2	-1	-1	93

Following part.
Below each SMILES: V1R ag counter	NALP1 yeast inh	PHOSPHO1 inh	OXTR agonist	MEKK2wt PB1 HTS	MEKK2mut PB1 HTS	GPR7 antagonist	GalR3 antag	MEKK3 PB1 HTS
O=C(c1cccc([N+](=O)[O-])c1)N1CCCC(C(=O)N2CCCCCC2)C1 (configuration not stated)
 : -0.8	nt	36	-0.1	100	-1	0	-4	98
CCOC(=O)C(=O)Nc1ccccc1C#N
 : 0.2	10	0	0.6	96	0	3	2	99
Cc1cc(=O)oc(C)c1C(=O)OCC(=O)c1ccc(Cl)cc1
 : 0.5	7	-117	0.0	105	9	0	6	109
O=C(CN(Cc1ccc(F)cc1)C(=O)CCC(=O)Nc1ccccn1)NCCc1ccccc1
 : 0.0	-11	28	-0.6	97	-3	-5	-7	95
COc1ccc(N(CC(=O)NCc2ccccc2OC)S(=O)(=O)c2ccccc2[N+](=O)[O-])c(OC)c1
 : 0.3	4	-9	-1.1	85	-11	17	-4	100
Cc1cc(=O)oc(C)c1C(=O)Nc1ccc(Cl)cn1
 : -0.3	-6	37	0.5	108	1	-20	-3	105
O=C1CCCC(=O)C1CS(=O)(=O)c1ccccc1
 : 1.0	21	-7	1.1	103	-3	4	-3	106
O=C(c1ccco1)N1CCN(CCCCN2C(=O)c3ccccc3C2=O)CC1
 : 0.6	6	3	0.1	97	0	-6	-6	94
CCC(C(=O)NC1CCCCC1)N(CC1CCCO1)C(=O)CNS(=O)(=O)c1ccc(OC)cc1 (configuration not stated)
 : nt	-3	-6	nt	106	6	-9	-1	106
COc1ccc(Cc2nnc(NC(=O)c3ccc(OC)cc3OC)s2)cc1
 : 2.2	22	14	-2.2	104	2	5	-5	102
COc1ccc(C)cc1S(=O)(=O)N(C)CC(=O)NCc1ccccn1
 : -0.3	-4	-15	-0.1	97	-1	-15	-10	101
COc1cc(/C=C/C(=O)OCC(=O)NCc2ccco2)ccc1OCC#N
 : 4.1	5	15	-0.2	98	-2	-17	-5	102
COc1cc(NC(=O)c2ccc(Cl)cc2Cl)ccc1NC(=O)c1cccs1
 : 0.0	nt	-1	0.2	104	2	-14	1	105
CCOC(=O)Nc1ccc([N+](=O)[O-])cc1C
 : 0.3	35	-14	-2.8	98	7	2	-1	99
O=C(COc1ccccc1Cl)Nc1ccc2oc(=O)ccc2c1
 : 4.9	-7	19	2.5	105	7	13	-9	102
CC1CN(C(=S)Nc2ccccc2C(F)(F)F)CC(C)O1 (configuration not stated)
 : 2.6	7	43	-0.2	100	-3	-14	-3	101
CC(C)Sc1nc2ccccc2n2cnnc12
 : -0.8	8	32	-0.6	104	1	-2	-7	105
N#Cc1c(N)n(-c2ccccc2)c(=O)c2cc([N+](=O)[O-])ccc12
 : 1.7	-4	-10	0.3	106	11	-15	-6	106
Cc1cccc[n+]1CC(=O)c1ccc(Cl)cc1
 : 0.6	nt	nt	1.2	109	13	-14	-10	107
Cc1ccc(C(C)(C)C)cc1S(=O)(=O)Nc1nc2ccccc2nc1Cl
 : 6.7	-14	14	1.4	107	3	-13	-2	103
Clc1ccc(Nc2nc(-c3cccnc3)cs2)cc1
 : -0.1	-11	12	-1.2	100	0	4	-2	97
Cc1cccc(C)c1NC(=O)CN1CCNCC1
 : -0.9	13	-5	0.4	100	2	-10	-1	101
Cc1ccccc1NC(=O)CN1C(=O)C2C3CC(C(Br)C3Br)C2C1=O (configuration not stated)
 : 8.0	34	-10	9.6	113	23	-5	-1	106
Cc1cc(N2CCN(c3ccc(F)cc3)CC2)nc2cc(O)ccc12
 : 0.0	-19	-3	-0.8	106	6	4	-1	103
CCC(C)(C)n1nnnc1C(c1cccnc1)N1CCN(c2cccc(C(F)(F)F)c2)CC1 (configuration not stated)
 : -1.2	4	29	-2.5	120	7	-5	0	123*
O=c1[nH]c(/C=C/c2ccc3c(c2)OCO3)c([N+](=O)[O-])c(=O)[nH]1
 : 0.3	-21	32	0.0	96	0	-13	nt	99
O=S(=O)(NCc1ccccn1)c1ccc2c(c1)OCCO2
 : 0.7	14	-21	0.5	103	2	0	-4	103
CC(C)(C)[C@@H]1C=C(C(=O)N2CCN(Cc3ccccc3)CC2)O[C@H](OCc2ccc(CO)cc2)C1
 : -0.7	10	48	-0.9	101	1	8	-4	101
COc1ccc(Cl)cc1-c1nc(-c2ccc(NC(=O)c3cccs3)cc2)no1
 : 1.2	33	21	2.1	106	-1	-8	nt	98
Nc1ccc(NC(=O)Nc2ccc(N)cc2)cc1
 : nt	5	16	nt	97	-5	-2	0	94
COc1ccc2ccccc2c1/C=N/O
 : 0.5	17	-7	-1.1	121	6	5	-5	133*
CC1CC(C)CN(C(=O)CN(C)S(=O)(=O)c2ccc3c(c2)c(=O)n(C)c(=O)n3C)C1 (configuration not stated)
 : -0.2	36	17	0.1	106	3	-14	-2	103
CCCN(CCC)c1c([N+](=O)[O-])c(=O)oc2ccccc12
 : -0.7	28	16	0.9	107	11	-2	0	100
